PKM2 act = activators of human pyruvate kinase M2 | P14618 | purified PKM2, Kinase-Glo ATP luminescence, activation; response scale: 0% is enzyme alone, no compound | Potency, µM (series often up to 57.5 µM), without a hit: top-dose activation, actives largely listed as activators | 260,000 tested, 0.34% active | AID 1631; further: potency means the concentration at half of the fitted maximal effect; on the % scale 0 is the no-effect control and ±100 the full control effect; nearly all actives have a fitted effect of over 55% in size
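Purified hPK-M2 (>95% pure) converted ADP (0.1 mM final) to ATP with 0.5 mM PEP in 50 mM imidazole pH7.2, KCl, MgCl2, Tween 20, BSA; 1 h at room temperature. ATP detected by Kinase-Glo luminescence.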
Coupling enz = counter-screen for Giardia aldolase inhibitors: coupling enzyme system. coupling enzyme system counterscreen, AmpLite Red fluorescence. activity change, negative = inhibition, % at 58.2 µM, hits read low. 290,000 tested, 0.67% active. AID 2472; in the data active means activity change below about -30%; further: on the % scale 0 is the no-effect control and ±100 the full control effect
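Coupling enzymes only (glyceraldehyde-3-phosphate) + compound, at 57.5 uM final, 10 min RT; add substrate/coupling/AmpLite Red mix, 20 min RT; fluorescence ex 525/em 598 nm. Actives flag coupling-system interference.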
B2AR arrestin = recruits beta-arrestin to the human beta2-adrenergic receptor; beta-arrestin recruitment to beta2AR, cell-based reporter; 330,000 tested, 0.02% active; P07550; Potency, µM (highest dose often 46.1 µM), inactives show at the top dose activation, usual class: activators;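 further: potency means the concentration at half of the fitted maximal effect; 0% = DMSO controls and full agonism = EC100 isoproterenol or metaproterenol; nearly all actives have a fitted effect of over 65% in size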
Menin-MLL TR inh = inhibitors of human menin-MLL interaction, mutant MLL peptide; O00255; Menin + Texas Red MLL mutant peptide, fluorescence polarization; Potency, µM (highest dose often 61.6 µM), inactives show top-dose FP activity change, negative = inhibition, actives largely listed as inhibitors; 270,000 tested, 0.23% active; AID 1768; active means well fitted inhibition curve with a large enough effect in the polarisation, with a control signal flat, not every such curve was filed as active; inconclusive means small, poorly fitted or top-dose-only effect, or effect the other way, or a change in a side signal; inactive means no such curve, though single readings can be large or run the other way; the % refers to the polarisation; further: potency means the concentration at half of the fitted maximal effect; % of control where 0% means no effect; many of its hits are not listed in these tables
USP2a inh = USP2a (human) protease inhibition | USP2 core, Ub-CHOP2 coupled fluorogenic reporter, 485/531 | 330,000 tested, 0.01% active | AID 463254 | Potency, µM (top dose mostly 38.3 µM), for inactives: top-dose activity change, negative = inhibition, usual class: inhibitors;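 further: potency means the concentration at half of the fitted maximal effect; plate controls were DMSO wells for no effect and full inhibition by NEM control for full effect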
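Deubiquitinase activity read as fluorescence (485/531 nm) after Ub-CHOP2 cleavage activates the enterokinase reporter on its substrate; USP2 core 10nM, Ub-CHOP2 and substrate 25nM each, 30min compound preincubation then 60min RT; data normalized to NEM, curves fitted.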
MLL CXXC-DNA inh = blocks binding of human MLL CXXC domain to DNA; Q03164; 290,000 tested, 0.037% active; MLL-CXXC / FITC-HOXA9 DNA fluorescence polarization; Potency, µM (top dose mostly 115 µM), inactives show at the top dose activity change, negative = inhibition, actives largely listed as inhibitors; active means well fitted inhibition curve with a large enough effect in the polarisation, with a control signal flat, not every such curve was filed as active; inconclusive means small, poorly fitted or top-dose-only effect, or effect the other way, or a change in a side signal; inactive means no such curve, though single readings can be large or run the other way; the % refers to the polarisation; further: potency means the concentration at half of the fitted maximal effect
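Fluorescence polarization: 7 uM MLL-CXXC (stock) preincubated 5 min with compounds, then 50 nM fluorescein-HOX-A9 DNA (stock) added; 30 min ambient. Buffer 50 mM Tris-HCl pH 7.5, 50 mM NaCl, 1 mM DTT, 0.05% BSA.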
Giardia kill = Giardia lamblia killing. 340,000 tested, 0.15% active. Giardia lamblia trophozoite viability. activity change, % at 7.66 µM, hits read low; in the data active means activity change below about -80%; inconclusive means between about -30% and that limit;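 further: parasites exposed to compound for two days anaerobically before the ATP read; on the % scale 0 is the no-effect control and ±100 the full control effect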
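Compounds were tested on trophozoites seeded at 100 cells/well and held 48 hrs at 37 deg C anaerobically. An ATP-based luminescent kit measured the remaining live cells.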
TRPV1 agonist = agonists of human vanilloid receptor 1 (TRPV1); AID 540275; TRPV1-expressing cells, Fluo-8 calcium influx, agonist mode; 320,000 tested, 0.19% active; activation, % at 8.33 µM; Q8NER1; in the data active means activation above about 80%; inconclusive means between about 30% and that limit; further: 0% is about no effect
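TRPV1-expressing cells were cultured overnight at 35.5C and loaded with Fluo-8 calcium dye for 40 to 90 min at room temperature. After a 10 s baseline, compound was added and calcium influx was read kinetically for 3 min (ex 480/em 520 nm).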
KCNH2 3.1 inh = blocks the human KCNH2 3.1 channel isoform | U2OS KCNH2 3.1, thallium flux FluxOr; active compounds read low | activity change, % (tested at about 1.8 µM) | 340,000 tested, 0.95% active;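 active means maximum activity change below -70%; inconclusive means maximum activity change from -70% to -50%; inactive means maximum activity change above -50%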;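 further: thallium influx rate constant from kinetic fluorescence after stimulation buffer; on the % scale 0 is the no-effect control and ±100 the full control effect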
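Normalized rate constant (relative to positive and negative DMSO controls) derived from a 2 min kinetic fluorescence read after stimulation; U2OS cells expressing the 3.1 isoform via virus at 1.77 x 10^8 /mL.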
KCNH2 WT inh = KCNH2 (human, wildtype) channel inhibition; Q12809; U2OS, BacMam KCNH2, thallium flux FluxOr; active compounds read low; activity change, % at 1.84 µM; 340,000 tested, 0.37% active; AID 720551;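 active means maximum activity change below -70%; inconclusive means maximum activity change between -70% and -50%; inactive means maximum activity change above -50%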; further: on the % scale 0 is the no-effect control and ±100 the full control effect
Target sequence (Q12809 whole entry, looked up): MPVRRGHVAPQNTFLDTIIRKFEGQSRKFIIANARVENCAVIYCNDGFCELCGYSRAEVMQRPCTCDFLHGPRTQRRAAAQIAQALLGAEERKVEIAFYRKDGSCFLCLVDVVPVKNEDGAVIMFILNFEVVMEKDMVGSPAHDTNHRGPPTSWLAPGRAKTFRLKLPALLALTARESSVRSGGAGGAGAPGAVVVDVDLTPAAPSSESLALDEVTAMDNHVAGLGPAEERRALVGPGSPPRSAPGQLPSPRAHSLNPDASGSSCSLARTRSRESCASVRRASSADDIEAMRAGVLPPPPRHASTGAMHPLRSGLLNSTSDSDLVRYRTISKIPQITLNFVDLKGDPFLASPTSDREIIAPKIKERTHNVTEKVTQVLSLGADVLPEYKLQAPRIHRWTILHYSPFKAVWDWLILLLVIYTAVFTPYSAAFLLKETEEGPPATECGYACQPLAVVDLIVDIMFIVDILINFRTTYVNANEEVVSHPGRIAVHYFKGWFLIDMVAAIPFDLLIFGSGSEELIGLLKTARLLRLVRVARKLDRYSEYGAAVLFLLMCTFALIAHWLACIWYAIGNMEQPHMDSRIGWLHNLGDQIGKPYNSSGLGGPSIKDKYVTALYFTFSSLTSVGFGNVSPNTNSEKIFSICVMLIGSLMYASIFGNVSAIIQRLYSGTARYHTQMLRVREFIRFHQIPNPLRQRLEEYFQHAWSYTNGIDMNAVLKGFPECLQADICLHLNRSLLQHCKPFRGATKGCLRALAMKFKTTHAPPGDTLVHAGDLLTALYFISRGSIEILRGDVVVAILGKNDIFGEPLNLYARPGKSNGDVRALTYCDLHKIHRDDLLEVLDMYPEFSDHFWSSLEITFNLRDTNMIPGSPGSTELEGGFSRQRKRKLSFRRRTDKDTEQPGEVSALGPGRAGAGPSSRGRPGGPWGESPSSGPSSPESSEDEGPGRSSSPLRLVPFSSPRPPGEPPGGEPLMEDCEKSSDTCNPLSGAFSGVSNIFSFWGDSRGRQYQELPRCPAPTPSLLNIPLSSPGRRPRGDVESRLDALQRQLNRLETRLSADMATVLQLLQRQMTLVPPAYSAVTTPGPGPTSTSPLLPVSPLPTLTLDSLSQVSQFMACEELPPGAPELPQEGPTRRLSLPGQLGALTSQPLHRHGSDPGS
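U2OS cells transduced with wild-type KCNH2 virus are loaded with FluxOr dye for 45 min, and thallium flux is measured in kinetic reads before and after stimulation buffer. Rate constants are normalized to DMSO controls.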
GALK inhibitor = galactokinase (human) inhibition | 270,000 tested, 0.007% active | AID 1868 | Purified GALK, Kinase-Glo residual ATP luminescence | Potency, µM (doses to about 57.5 µM), without a hit: top-dose activity change, negative = inhibition, actives largely listed as inhibitors; further: potency means the concentration at half of the fitted maximal effect; on the % scale 0 is the no-effect control and ±100 the full control effect
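Galactose (100 uM) and ATP (35 uM) were turned over by 5 nM GALK for 1 h at RT. Kinase-Glo Plus then converted the remaining ATP into a luminescent signal.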
* = called active by the depositor; ? = inconclusive; nt = not tested or not shown; [ ] = dose if it differs, or a comment. Unless noted, the call rests on the fitted dose curve; in most records, active means well fitted curve in the direction sought with a large enough effect; inconclusive means small, poorly fitted or top-dose-only effect, or another doubt; inactive means no such curve, though single readings can be large; an effect the other way counts as inactive or inconclusive.

SMILES	PKM2 act	Coupling enz	B2AR arrestin	Menin-MLL TR inh	USP2a inh	MLL CXXC-DNA inh	Giardia kill	TRPV1 agonist	KCNH2 3.1 inh	KCNH2 WT inh	GALK inhibitor
Cc1cccc(C)c1NC(=O)C(C)N1CCCCC1 (stereo unspecified)	-4%	4	-0.8%	nt	0%	0%	-20	1	19	-4	nt
Cc1sc(NC(=O)c2ccco2)c(C(c2cccnc2)N2CCN(CCO)CC2)c1C (stereo unspecified)	4%	3	0.4%	-11%	0%	10%	-1	1	-10	5	-3%
CN(CC(=O)Nc1ccc(Cl)c(S(=O)(=O)N2CCOCC2)c1)C(=O)c1ccc(C#N)cc1	nt	nt	-1.8%	nt	4%	nt	16	0	-11	-6	nt
Cc1csc(NC(=O)CSc2nnc(NC(=O)COc3ccc(Cl)cc3)s2)n1	-18%	4	-1.3%	25µM*	0%	13%	-4	-11	-8	-5	-2%
CCN(CC)CCNC(=O)C1(O)c2cc(Br)ccc2NC(=O)N1c1ccc(Cl)cc1 (stereo unspecified)	nt	-1	0.4%	-9%	6%	6%	12	-1	4	12	-3%
COc1ccc2[nH]c(=O)c(C(c3nnnn3C(C)(C)C)N(Cc3ccco3)CC3CCCO3)cc2c1 (stereo unspecified)	0%	0	3.6%	0%	0%	0%	29	?	-11	8	5%
Cc1cc(C)cc(-n2nnn(C3C/C(=N/NC(N)=S)C4OCC3O4)c2=S)c1 (stereo unspecified)	12%	-4	0.4%	-23%	3%	3%	18	-17	-17	0	-2%
O=C(CCCOc1ccccc1)Nc1ccccc1C(F)(F)F	-8%	0	-0.2%	18%	-4%	7%	-10	15	-3	2	-1%
CC(=O)Nc1ccc(SCC(=O)c2cc(C)n(Cc3cccs3)c2C)cc1	4%	-8	-0.6%	?	4%	10%	0	-4	?	-8	0%
O=C(NCCCN=C1NS(=O)(=O)c2ccccc21)c1ccccc1Cl	nt	2	0.0%	3%	2%	0%	-19	-3	-2	0	0%
COc1ccccc1CCNC(=O)C1(C)CC1(Cl)Cl (stereo unspecified)	5%	2	-0.7%	8%	-1%	-5%	-20	-1	22	-5	8%
O=C(Nc1ccnc(=O)[nH]1)c1sc2ccccc2c1Cl	-3%	1	-0.1%	nt	11%	0%	1	1	-3	12	0%
COc1ccc(NC(=O)CC2COc3ccccc3O2)c(OC)c1 (stereo unspecified)	-2%	0	-0.3%	1%	1%	1%	1	5	0	-2	0%
CCOC(=O)c1c(C)[nH]c(C(=O)N/N=C\c2ccccc2O)c1C	-5%	1	4.3%	35%[activator]	-1%	79%[activator]	8	1	-7	24	0%
O=C(NCc1ccco1)c1cccc(-c2nnc(-c3ccccc3)o2)c1	0%	2	0.0%	1%	1%	0%	-14	25	0	3	0%
CN(C)c1ccc(C(O)Cc2nc3ccccc3n2C)cc1 (stereo unspecified)	2%	1	5.0%	2%	2%	1%	-11	-6	-2	12	-5%
COC(=O)C(NNc1ccccc1)(NC(=O)c1ccccc1F)C(F)(F)F (stereo unspecified)	-7%	0	0.2%	-18%	0%	-6%	-22	1	31	15	-3%
Cc1ccc(-n2nnnc2CCl)cc1	-2%	-1	-0.3%	19%	0%	8%	-17	-5	-3	-10	0%
S=C(Nc1ccc(Nc2ccccc2)cc1)Nc1ccccn1	8%	-1	3.1%	?	-1%	-3%	-6	-3	-36	-12	-2%
COc1cc(CNCCO)ccc1OC1CCCC1	0%	-1	0.2%	-1%	2%	-1%	-18	2	10	-7	0%
CCCCNC(=S)NNC(=O)c1csc(C)c1CC	-7%	-1	-0.4%	5%	4%	3%	-4	8	-3	0	2%
CCCC(=O)N1CCN(c2ccc(NC(=O)c3ccc([N+](=O)[O-])o3)cc2Cl)CC1	0%	-9	0.0%	5%	0%	41%[activator]	-82*	17	-33	5	-1%
CC(C)CC1NC(C(=O)O)Cc2c1[nH]c1ccccc21 (stereo unspecified)	0%	7	-0.7%	-10%	3%	-6%	5	0	5	2	6%
CCOc1ccc(CCNC(=O)C2CCCN(S(C)(=O)=O)C2)cc1OCC (stereo unspecified)	nt	0	-0.1%	0%	4%	?	15	-2	4	10	nt
CN(C)c1ccc(C(=O)OCc2ccc(Br)cc2)cc1	-1%	0	0.3%	-3%	0%	-1%	-6	11	-26	0	1%

The results go on:
SMILES	PKM2 act	Coupling enz	B2AR arrestin	Menin-MLL TR inh	USP2a inh	MLL CXXC-DNA inh	Giardia kill	TRPV1 agonist	KCNH2 3.1 inh	KCNH2 WT inh	GALK inhibitor
COC(=O)c1ccccc1NC(=O)NCc1ccccn1	0%	-2	0.5%	3%	0%	0%	-25	-3	-8	-4	2%
Cc1ccc(CNC(=O)c2ccc(N3CCC4(CC3)CC(c3cccc(Br)c3)=NO4)c(NC(=O)c3cccc(C)c3)c2)cc1	nt	nt	-0.2%	nt	-1%	nt	4	3	13	-5	nt
O=C(Nc1cc(-c2ccccc2)nn1C1CCCCC1)c1ccc(Cl)cc1	nt	nt	-0.1%	nt	-5%	nt	?	nt	-9	-5	nt
CC(C)(C)NC(=O)c1ccc(NC(=O)C2COc3ccccc3O2)cc1 (stereo unspecified)	-2%	0	-0.3%	5%	2%	1%	18	2	1	8	0%
CCOC(=O)c1cccc(NC(=O)CCS(=O)(=O)c2cccc3nsnc23)c1	9%	2	-0.7%	1%	1%	-3%	-8	-2	-9	-9	-3%
O=S(CC(O)COCc1ccc(Cl)cc1)c1ccccn1 (stereo unspecified)	6%	-1	-0.4%	16%	0%	1%	2	1	20	8	1%
C[C@H](CO)N1C[C@H](C)[C@@H](CN(C)Cc2ccncc2)Oc2c(NS(=O)(=O)c3ccccc3)cccc2C1=O	nt	nt	0.4%	nt	6%	nt	-19	nt	-9	6	nt
O=C(NC1CCN(Cc2ccccc2)CC1)C1CCN(S(=O)(=O)c2cccc([N+](=O)[O-])c2)CC1	1%	-1	0.1%	-5%	1%	23%	-4	-2	-12	23	17%
CC1(C)CC(NC(=O)c2ccc(Br)o2)CC(C)(C)N1	nt	2	-0.6%	-8%	1%	3%	-9	-2	14	-1	2%
COc1ccccc1CNC(=O)CCS(=O)(=O)c1cccc2nonc12	1%	-6	0.2%	-8%	3%	13%	28	-1	-3	7	2%
CCOC(=O)CCc1c(C)nc(-n2[nH]c(C)c(CCO)c2=O)[nH]c1=O	-9%	1	0.1%	1%	4%	7%	-7	0	-27	-2	1%
CCCn1c(=O)c(F)cn(Cc2ccc(OC)c([N+](=O)[O-])c2)c1=O	-1%	-2	-0.4%	nt	2%	0%	-20	nt	-1	-1	1%
CCC(O)CNC(=O)CCc1nnc(C2(c3ccc(Cl)cc3)CCC2)o1 (stereo unspecified)	0%	-1	0.0%	2%	0%	-16%	-19	2	3	-1	-1%
NC(=O)c1ccc(NC(=O)CCc2nc3sc4c(c3c(=O)[nH]2)CCCC4)cc1	nt	nt	-0.2%	nt	2%	nt	-10	0	13	-5	nt
COc1cc(OC)c(N(C)C(=O)c2cn(C)c(=O)c3cc(OC)c(OC)cc23)cc1Cl	nt	1	0.5%	?	-7%	-13%	13	5	1	-6	-2%
C=CCn1c(COc2ccc(Cl)cc2)nnc1SCC(=O)NCC(=O)OCC	-3%	5	0.4%	-16%	-1%	4%	2	5	5	1	3%
O=C(Nc1ccccc1)c1nn(-c2ccccc2)c(=O)cc1C(F)(F)F	-2%	0	0.0%	?	3%	?	-3	-2	9	-4	0%
CC1CCCCC1NC(=O)CCS(=O)(=O)c1ccc2c(c1)NC(=O)CS2 (stereo unspecified)	nt	nt	0.0%	nt	3%	5%	12	5	7	0	-5%
CN(C(=O)COC(=O)c1nc(-c2ccccc2)n(-c2ccccc2)n1)C1CCS(=O)(=O)C1 (stereo unspecified)	0%	2	0.3%	2%	1%	5%	7	-2	-4	4	-1%
Cc1cc(C(=O)NCc2ccccc2F)c2ccccc2n1	5%	-2	0.0%	2%	1%	28%	5	-2	-11	-3	-3%
Cc1ccc(NC(=O)C(=O)c2c(-c3ccccc3)cc3ccccn23)cc1S(=O)(=O)N1CCOCC1	0%	-1	-0.9%	-1%	1%	2%	0	0	-16	-4	0%
CC(NC(=O)CCC(=O)c1ccc(F)cc1)C1CC2CCC1C2 (stereo unspecified)	2%	0	0.4%	3%	9%	8%	8	24	9	0	1%
Cc1ccc2c(Cl)cc(Cl)c(OCC(=O)Nc3ccc(C)c(S(=O)(=O)N(C)C)c3)c2n1	10%	0	3.0%	-1%	4%	-2%	nt	0	nt	nt	1%
CCOC(=O)C1CCN(C(=O)COC(=O)CSc2ccc(C(N)=O)cc2[N+](=O)[O-])CC1	1%	nt	-0.3%	nt	1%	10%	-23	0	nt	2	6%
CCOc1ccc(NC(=O)c2ccco2)c([N+](=O)[O-])c1	5%	2	0.0%	11%	1%	19%	14	1	-17	5	-1%

Screening results deposited in PubChem BioAssay by National Center for Advancing Translational Sciences (NCATS).

A portion of the library; the hit share may differ from the screen's.
